Compound activity as filed in PubChem.
TNAP activation fold = human TNAP enzyme activators, primary screen, biochemical, luminescent, no phosphate acceptor, uHTS (AID 1001); purified TNAP, luminescent activation assay, no phosphate acceptor; higher activation fold means a stronger effect; one-dose activation fold at 20 µM; EC50 in µM for titrated hits; Alkaline phosphatase, tissue-nonspecific isozyme (Homo sapiens); 0.03% of 200,000 active; in the data active means activation fold from about 3, or a potency from the dose series; inactive means the rest, 99 in 100 with activation fold below about 1.6; further: many of its hits are not listed in these tables
Yfh1-off respiration = enhancers of respiration in Yfh1-depleted yeast, dose response, Friedreich's ataxia, plus single-dose screen (AID 1465); 0.074% of 220,000 active; fold induction at 50 µM; hits with a dose series show EC50 in µM; S. cerevisiae Yfh1-off respiration, WST-1 reduction, 72 h; higher fold induction means a stronger effect;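 active means fold induction of absorbance versus untreated yeast above a set limit, then at least 30% activation at any dose in follow-up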;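 further: activators that raise dye reduction in frataxin-depleted yeast; strong numbers were not always called active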
KOR beta-arrestin-1 = KOR antagonists, beta-arrestin recruitment, cell-based, luminescence, uHTS (AID 1778) | Kappa-type opioid receptor (Homo sapiens) | KOR beta-arrestin recruitment, luminescence, antagonist mode; higher % means a stronger effect | inhibition, % at 10 µM, or IC50 in µM where a hit was titrated | 0.091% of 290,000 active; further: strong numbers were not always called active
GPR55 activation = GPR55 agonists via beta-arrestin recruitment, primary screen, imaging, U2OS cells, beta-arrestin-GFP redistribution (AID 1961) | G-protein coupled receptor 55 (Homo sapiens) | U2OS GPR55 beta-arrestin-GFP redistribution imaging; higher % means a stronger effect | activation, % at 10 µM; hits with a dose series show EC50 in µM | 0.048% of 290,000 active;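 active means activation above 40% with more than 50 cells counted in the well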;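 further: U2OS osteosarcoma cells stably expressing GPR55 and beta-arrestin-GFP; plate controls were DMSO negative control for no effect and LPI positive control for full effect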
NOD2 inhibition = NOD2 signaling inhibitors, cell-based, luminescence, uHTS, HEK293 (AID 1566) | HEK293 NOD2/NF-kB luciferase reporter, luminescence; higher % means a stronger effect | inhibition, % at 4 µM; hits with a dose series show EC50 in µM | 0.63% of 290,000 active; further: many of its hits are not listed in these tables
NOD1 NF-kB reporter = NOD1 signaling inhibitors, primary screen, cell-based, luminescence, uHTS (AID 1578); NOD1-driven NF-kB luciferase reporter cells, luminescence; higher % means a stronger effect; one-dose inhibition, % at 4 µM; EC50 in µM for titrated hits; 1% of 290,000 active; in the data active means inhibition mostly above about 36%, no sharp cut-off; inactive means mostly below about 34%;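 further: HEK-293T reporter cells stimulated with the NOD1 agonist gamma-tri-DAP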
CSM14.1 death rescue = rescue of cells from ER stress-induced death, primary screen, 384-well, CSM14.1, thapsigargin, ATP luminescence (AID 1222); CSM14.1 thapsigargin-induced death rescue, ATP luminescence; higher % means a stronger effect; cellular ATP content (survival), % at 20 µM, or EC50 in µM where a hit was titrated; 190,000 tested, under 10 active;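 active means EC50 below 50 µM in the dose-response confirmation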;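 further: death triggered by thapsigargin at about 15 µM added after 2 h compound pretreatment; cell ATP read after overnight thapsigargin exposure of roughly 18 to 22 hours; normalized against plate controls of thapsigargin alone and 5% DMSO vehicle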
KOR beta-arrestin-2 = KOR agonists, beta-arrestin recruitment, primary screen, cell-based, luminescence, uHTS (AID 1777) | Kappa-type opioid receptor (Homo sapiens) | KOR beta-arrestin recruitment, luminescence; higher % means a stronger effect | 0.02% of 280,000 active | activation, % at 10 µM; hits with a dose series show EC50 in µM; in the data active means activation above about 50%, passing the limit was not always enough; further: a part of the inactive calls stands beside numbers as strong as those of hits
NTR1 agonist = agonists of NTR1, primary screen, imaging, U2OS cells, beta-arrestin-GFP, high content (AID 493036) | activation, % at 20 µM | Neurotensin receptor type 1 (Homo sapiens), P30989 | NTR1-U2OS beta-arrestin-GFP spot imaging, agonist mode | 0.17% of 330,000 active;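 active means activation at or above 40% of the spot to cytoplasm intensity ratio, with at least 20 cells analyzed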;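 further: 0% = DMSO without peptide and 100% = 100 nM NTR1 peptide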
Target sequence (P30989 whole entry, looked up): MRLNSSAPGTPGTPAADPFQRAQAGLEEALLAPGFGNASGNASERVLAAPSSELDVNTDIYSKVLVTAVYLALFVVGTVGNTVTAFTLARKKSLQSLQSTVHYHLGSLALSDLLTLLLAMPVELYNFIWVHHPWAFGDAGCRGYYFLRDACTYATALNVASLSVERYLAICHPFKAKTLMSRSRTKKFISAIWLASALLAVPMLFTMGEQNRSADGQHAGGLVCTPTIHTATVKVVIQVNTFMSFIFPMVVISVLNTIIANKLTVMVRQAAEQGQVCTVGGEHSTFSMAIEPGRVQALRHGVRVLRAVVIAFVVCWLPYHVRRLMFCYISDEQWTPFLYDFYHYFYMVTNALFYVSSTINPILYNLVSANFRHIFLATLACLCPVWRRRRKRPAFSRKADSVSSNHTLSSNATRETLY
NTR1 agonist cell count 20 µM = recorded beside NTR1 agonist, whose call it bears; cell count; measured here: cell count, cytotoxicity flag
Numbers without * were called inactive; i = inactive; / = not tested or not shown; [ ] = remark or other dose. Unless noted, no stated cut-off is given here; in the data, active means inhibition above about 50%; inactive means the rest. This is a subset, so the mix of outcomes need not match the whole.

SMILES | TNAP activation fold | Yfh1-off respiration | KOR beta-arrestin-1 | GPR55 activation | NOD2 inhibition | NOD1 NF-kB reporter | CSM14.1 death rescue | KOR beta-arrestin-2 | NTR1 agonist | NTR1 agonist cell count 20 µM
COc1cc(Cl)ccc1OCc1cc(C(=O)N[C@H]2CCCCNC2=O)no1 | / | / | -21% | 0.0% | -15% | -50% | / | -3.1% | 0.2 | 67
CCc1n[n+](CC(=O)c2ccccc2)c(N)s1 | 1 | i | 7% | -0.2% | -22% | 23% | -1.8% | -3.9% | / | /
Cc1ccc(CSc2nnc(-c3ccncc3)n2CC2CCCO2)cc1 (stereo not drawn) | 0.9 | i | 24% | -0.1% | 0% | -1% | -1.3% | -0.4% | -1.7 | 80
COc1ccc(NC(=O)c2c(NC(=O)CNCC(C)C)sc3c2CCC3)c(OC)c1 | 1 | i | -61%[20 µM] | -0.1% | -12% | 7% | -2.5% | 16% | 1.3 | 91
OCC(O)/C=N/Nc1nc(N2CCCCC2)nc(N2CCCCC2)n1 (stereo not drawn) | 1 | i | 4% | 0.3% | 11% | -17% | -1.4% | -1.2% | 4.2 | 96
CCCCCn1c(N2CCOCC2)nc2c1c(=O)n(CC(N)=O)c(=O)n2C | 1.1 | i | -10% | 0.1% | -1% | -4% | -3.1% | -1.4% | 0.2 | 42
COc1ccc([C@H]2[C@H](C(=O)C(C)(C)C)N3N=Cc4ccccc4C3C23C(=O)OC(C)(C)OC3=O)cc1 (stereo partly drawn) | 1 | i | -26% | 0.5% | -3% | -5% | 3.2% | 0.1% | 1.4 | 77
O=C(Nc1cc(Cl)cc(Cl)c1)c1cccnc1 | / | / | -29%[20 µM] | -0.2% | 6% | -25% | / | -3.1% | 1.8 | 72
CCCCn1c(CN2CCN(C)CC2)nc2ccccc21 | 0.9 | i | -56% | -0.2% | 1% | -30% | -1.8% | 2.9% | -0.6 | 75
CCOC(=O)c1sc(SC)nc1N | 1.2 | i | 6% | -0.2% | 12% | -20% | -1.0% | -7.0% | 1.3 | 47
COc1ccc(N2CCN(C(=O)CCc3ccccc3OC)CC2)cc1 | / | / | 11% | -0.1% | 20% | -1% | / | -5.6% | -0.8 | 77
COC(=O)Cn1ccc(N(C)C)c(C#N)c1=O | 1 | i | 15% | -0.2% | 15% | 14% | -1.1% | -2.7% | -0.7 | 35
CCc1ccc(NC(=O)CNC(=O)c2nn(-c3ccc(OC)cc3)c(=O)c3ccccc23)cc1 | / | / | -38% | 0.3% | -1% | -24% | / | 3.9% | 4.1 | 53
O=C(CN1C(=O)/C(=C/c2ccccc2)SC1=S)Nc1ncc(Cc2ccccc2)s1 | 1 | / | -18% | -0.1% | 17% | 13% | -0.3% | 7.0% | 0.2 | 43
CC1=NN(c2ccccc2)C(=O)/C1=C\c1cc(C)n(-c2cccnc2)c1C | / | i | 41% | -0.1% | -5% | -3% | / | -6.3% | 5.0 | 44
COC(=O)c1sccc1NC(=O)Nc1ccccc1OC | / | / | 2% | 0.0% | 3% | -50% | / | 4.5% | 0.1 | 55
CCCNC(=S)N1CCN(CC)CC1 | 1.4 | i | -34% | -0.4% | 2% | -33% | -0.4% | 3.3% | -0.6 | 62
COc1ccccc1-n1c(C)c(C(=O)O)c2cc(OC)c3ccccc3c21 | / | / | -29% | 0.0% | 11% | -1% | / | 0.9% | -0.4 | 91
Cc1cc(C(=O)N2CCN(c3ccccc3)CC2)no1 | 1.1 | i | -2% | -0.1% | 12% | 4% | 0.0% | -1.6% | 1.2 | 65
Cc1ccc(S(=O)(=O)NCCNc2ccc([N+](=O)[O-])cc2)cc1 | / | / | 3% | -0.1% | 17% | 18% | / | -8.0% | 1.2 | 46
NC(=O)N/N=C/c1cc(Br)ccc1OCC(=O)NCc1ccccc1 | 1 | i | -32% | 0.1% | 6% | 20% | -4.0% | 8.6% | 5.8 | 52
COc1cc(C=O)ccc1OCCOCCOc1cc(C)ccc1Cl | 1.1 | i | -21% | -0.3% | 1% | -14% | -0.6% | 5.6% | 0.4 | 55
CCCc1cc(C(=O)N2CCCC(N3CCN(c4ccccc4C)CC3)C2)n(C)n1 (stereo not drawn) | / | / | -11% | -0.2% | 3% | -15% | / | 0.9% | 2.0 | 67
CN(CCC#N)C(=S)NC(=O)c1ccc(S(=O)(=O)N2CCOCC2)cc1 | 1.1 | i | -16% | -0.5% | -7% | -21% | 1.5% | -6.6% | -0.3 | 55
Cc1ccnc(NS(=O)(=O)c2ccccc2)c1 | / | / | -28% | -0.1% | -9% | -19% | / | 4.4% | -1.2 | 60
COc1cc(CNCCc2ccc(S(N)(=O)=O)cc2)ccc1OCc1ccc(Cl)cc1 | 1 | i | -52% | 0.0% | -4% | -41% | 2.3% | 3.4% | 2.4 | 52
CO/N=C/C(=N\Nc1cc(OC)cc(OC)c1)C(=O)c1ccccc1 | 1 | i | 13% | -0.3% | -7% | -25% | -0.8% | -3.2% | 9.0 | 57
Cc1c(Cl)c(C(=O)N2CCCC2)nn1C | 1.1 | i | -6% | 0.8% | 15% | -25% | -1.8% | -0.3% | -1.2 | 58
COc1ccccc1/C=N/Nc1cc(C)nc(N2CCOCC2)n1 | / | i | 3% | -0.1% | -8% | 7% | / | 1.3% | 2.7 | 49
Nc1nonc1-n1nnc(C(=O)N/N=C/c2ccc(Br)cc2)c1-c1ccc2c(c1)OCO2 | / | / | -5% | -0.1% | -4% | -10% | / | -2.1% | 17 | 59
CCN(CC)c1ccc(NC(=O)C2CCCN(S(=O)(=O)c3cnc[nH]3)C2)c(C)c1 (stereo not drawn) | 1.1 | i | 16% | -0.1% | -3% | -16% | -1.4% | -1.2% | -2.6 | 62
Cc1cc(-c2csc(NC(=O)c3ccc(=O)n(C)n3)n2)c(C)n1CC1CCCO1 (stereo not drawn) | 1 | i | 6% | -0.1% | 17% | -15% | -0.6% | -2.1% | -1.7 | 83
Cc1ccc(C2C=C(c3ccccc3)Nc3nc(N4C(=O)CCC4=O)nn32)cc1 (stereo not drawn) | 1.1 | i | 0% | 0.6% | 19% | -36% | -1.5% | -2.4% | 0.1 | 88
CCOc1ccc(C(C)=O)cc1CN1C(=O)NC2(CCCCCCC2)C1=O | 1.1 | i | -18% | 0.0% | -15% | -51% | -0.1% | 6.0% | 0.3 | 60
Clc1ccc(C2=NN=C3COc4ccccc4N3C2)cc1 | 1 | i | 17% | 0.0% | -2% | -8% | 1.3% | -2.3% | -0.8 | 73
COc1cc(C2C(C#N)=C(N)Oc3cc(C)oc(=O)c32)cc(OC)c1OC (stereo not drawn) | / | i | 11% | -0.2% | 13% | 7% | / | -0.4% | -1.2 | 48
O=C(CNC(=O)c1cccs1)N=Nc1c(O)[nH]c2ccc([N+](=O)[O-])cc12 | / | / | -10% | 0.6% | 14% | 2% | / | -0.9% | 4.0 | 68
Cc1cccc(OCc2nnc(SCc3nc4ccccc4c(=O)[nH]3)o2)c1 | 1 | i | 26% | 0.3% | 7% | -16% | -0.1% | 1.2% | 0.3 | 51
Cc1ccc(-n2nc(C)c(Sc3ccccc3[N+](=O)[O-])c2N)cc1 | 1 | i | -8% | -0.2% | 4% | -17% | -2.7% | -4.0% | -1.3 | 86
COc1ccc(C(=O)CSc2nccn2C)c(OC)c1 | / | / | 23% | -0.2% | -30% | -39% | / | 1.1% | -0.4 | 72
CS(=O)(=O)N1CCC(C(=O)Nc2ccc(Oc3ccccc3)cc2)CC1 | 1.1 | i | 36% | -0.1% | 12% | -14% | -1.5% | -2.3% | -0.4 | 43
Cc1cc(NC(=O)c2ccc3c(c2)C(=O)N(C(C)(C)C)C3=O)no1 | 1.1 | i | -6% | 0.6% | -4% | -26% | -7.0% | 5.9% | 0.5 | 55
COC(=O)C1=C(C)N(C2CCCCC2)C(=O)C1 | 1.1 | i | 17% | -0.2% | 3% | 14% | -0.1% | 4.8% | -0.9 | 92
CC(C)c1ccc(OCCCCN2CCCCC2)cc1 | / | / | -22% | -0.1% | -27% | -9% | / | -0.2% | -0.4 | 88
COc1cc(C2C3=C(CCCC3=O)OC3=C2C(=O)CCC3)ccc1OCC(=O)Nc1ccccc1 | / | / | 11% | -0.1% | -11% | -20% | / | 0.5% | 0.4 | 76
Fc1cccc(COc2ccccc2CNc2ccccc2)c1 | 1.6 | i | 14% | -0.1% | 12% | -8% | -1.1% | 3.9% | / | /
Cc1noc(C)c1C(=O)Nc1sc2c(c1C(N)=O)CCCCC2 | 1.1 | i | -18% | -0.4% | 15% | -7% | -2.6% | -4.9% | 0.1 | 46
COc1ccc(C(=O)Nc2cc(C)nn2-c2cccc(F)c2)cc1OC | / | / | 34% | -0.1% | 4% | -14% | / | -5.9% | 2.2 | 90
COc1cccc(NC(=O)[C@H](Cc2ccccc2)NC(=O)[C@@H]2Cc3ccccc3CN2)c1 | / | / | 9% | -0.2% | -28% | -2% | / | 0.8% | 0.3 | 75
CCOCN(C(=O)Cn1c(CO)nc2ccccc21)c1c(C)cccc1CC | 1.1 | i | / | -0.2% | -5% | 5% | -2.1% | / | 0.3 | 60
Cn1c(SCc2ccc(F)cc2)nnc1-c1cnccn1 | / | i | 5% | -0.3% | -30% | -12% | / | 2.7% | 0.1 | 47
COc1ccc(CC(=O)NCc2cn3ccsc3n2)cc1 | 1.1 | i | -13% | -0.1% | 10% | -20% | -0.9% | -3.0% | -1.6 | 38
COc1cc(NC(=S)N2CCCCC2C)cc(OC)c1OC (stereo not drawn) | 1.1 | i | -47%[20 µM] | -0.1% | -5% | 10% | -1.4% | -0.5% | -1.3 | 88
CC(=O)Nc1ccc(N(C(=O)Cc2cccs2)C(C(=O)NC2CCCC2)c2ccncc2)cc1 (stereo not drawn) | / | / | 17% | -0.1% | 17% | 27% | / | -0.1% | 0.4 | 27

Individual results from the results shown.
Under NOD2 inhibition, COc1cc(CNCCc2ccc(S(N)(=O)=O)cc2)ccc1OCc1ccc(Cl)cc1 shows -4%
Under KOR beta-arrestin-1, CCN(CC)c1ccc(NC(=O)C2CCCN(S(=O)(=O)c3cnc[nH]3)C2)c(C)c1 (stereo not drawn) shows 16%
Under KOR beta-arrestin-1, COc1ccc(C(=O)Nc2cc(C)nn2-c2cccc(F)c2)cc1OC shows 34%

At a glance, 2 of the compounds above:
SMILES | TNAP activation fold | Yfh1-off respiration | KOR beta-arrestin-1 | GPR55 activation | NOD2 inhibition | NOD1 NF-kB reporter | CSM14.1 death rescue | KOR beta-arrestin-2 | NTR1 agonist | NTR1 agonist cell count 20 µM
CS(=O)(=O)N1CCC(C(=O)Nc2ccc(Oc3ccccc3)cc2)CC1 | 1.1 | i | 36% | -0.1% | 12% | -14% | -1.5% | -2.3% | -0.4 | 43
Cc1cc(NC(=O)c2ccc3c(c2)C(=O)N(C(C)(C)C)C3=O)no1 | 1.1 | i | -6% | 0.6% | -4% | -26% | -7.0% | 5.9% | 0.5 | 55
